tim23-1 inh: inhibits growth of tim23-1 mutant yeast; AID 463212; S. cerevisiae tim23-1 growth, BacTiter-Glo luminescence, 24 h; inhibition, % at 20 µM; 330,000 tested, 1.3% active;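 active = growth inhibition of the mutant yeast at or above 50%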;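 note: temperature-sensitive mutant grown at 25 °C; plate controls were DMSO-treated mutant yeast for no effect and medium wells lacking yeast for full effect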
TIM10 inh: inhibits growth of TIM10 yeast strain | S. cerevisiae TIM10 strain growth, BacTiter-Glo luminescence, 24 h | inhibition, % at 10 µM | 330,000 tested, 1.4% active;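 active = inhibition of 40% or more at the single tested concentration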;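 note: wild-type TIM10 isogenic control strain grown at permissive 25 °C; 0% = DMSO yeast wells and 100% = minimal medium wells without yeast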
APJ ag: agonists of human APJ apelin receptor. AID 2520. activation, % at 20 µM. 330,000 tested, 0.11% active. CHO-K1 APJ PathHunter beta-arrestin, luminescence; 0% DMSO wells, 100% apelin;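 active = activation more than six SD over the plate average, tested at 20 µM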;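 note: 0% = DMSO alone and 100% = apelin-13 at 10 nM; some results filed as inactive read as strong as hits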
Target sequence (P35414 whole entry, looked up): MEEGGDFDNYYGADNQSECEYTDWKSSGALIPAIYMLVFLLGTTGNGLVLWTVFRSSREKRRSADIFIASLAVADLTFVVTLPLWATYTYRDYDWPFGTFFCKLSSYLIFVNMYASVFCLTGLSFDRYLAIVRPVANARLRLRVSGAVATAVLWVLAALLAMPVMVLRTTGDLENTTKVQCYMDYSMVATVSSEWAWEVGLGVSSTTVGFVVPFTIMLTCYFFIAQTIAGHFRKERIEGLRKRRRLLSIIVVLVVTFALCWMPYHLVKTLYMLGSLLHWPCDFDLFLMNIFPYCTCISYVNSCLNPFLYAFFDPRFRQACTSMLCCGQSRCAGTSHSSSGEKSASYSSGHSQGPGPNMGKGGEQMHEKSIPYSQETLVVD
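Assay system: CHO-K1 APJ beta-arrestin complementation cell line / Compound: single test compound dose, 20 µM final, 1% DMSO / Times: overnight seeding, 90 min compound at 25 °C, 1 h detection / Technique: beta-gal luminescence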
NR3A LBD binder: modulates the human NR3A ligand-binding domain | NR3A LBD differential scanning fluorimetry, Tm shift; 0% = protein alone, 100% = glycine-bound protein | Tm shift relative to glycine control, % at 25 µM | 340,000 tested, 2.5% active | AID 1259313;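 active = melting temperature shift of at least 10% of the positive control shift, at one fixed dose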
MPTP inh: blocks calcium-induced mitochondrial swelling; 360,000 tested, 1.4% active; inhibition, % at 10 µM; isolated mouse mitochondria, Ca2+ swelling absorbance, 30 min; AID 602449;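 active = inhibition of 50% or more, scaled per plate between neutral and stimulator controls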;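 note: 0% = DMSO wells given calcium and 100% = 1 mM EGTA wells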
NLRP3 yeast inh: NALP3 inhibition in yeast | Yeast reconstituted NLRP3/ASC/caspase-1, beta-gal luminescence, 24 h | inhibition, % at 10 µM | 330,000 tested, 0.39% active;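 active = inhibition of 50% or more; inactive = inhibition below 50%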;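 note: plate controls were induced DMSO wells for no effect and uninduced yeast grown without galactose for full effect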
APJ antag: APJ receptor antagonism; 330,000 tested, 0.32% active; P35414; inhibition, % at 20 µM; CHO-K1 APJ beta-arrestin complementation, luminescence;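 active = inhibition above about 40% at 20 µM, limit read from the data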;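 note: cells challenged with 10 nM apelin-13 agonist together with compound; plate controls were apelin-13 plus DMSO wells for no effect and DMSO wells lacking apelin-13 for full effect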
MIN6 prolif: MIN6 beta-cell proliferation induction; 330,000 tested, 0.29% active; proliferation, % at 10 µM; MIN6 cells proliferation, ATPlite luminescence, 48 h; cells starved in 0.2% serum; 100% = growth in 10% serum;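 active = compounds whose signal lies at least 3.5 SD above the mean of all wells on their plate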;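 note: 0% = DMSO-treated cells in low-serum medium and 100% = 10% serum control; some compounds called inactive have numbers as strong as hits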
tim10-1 inh: growth inhibitors of tim10-1 mutant yeast. inhibition, % at 20 µM. S. cerevisiae tim10-1 ts strain growth, BacTiter-Glo, 24 h. 330,000 tested, 2.2% active. AID 463190;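 active = inhibition of at least 40%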;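 note: mutant grown at 25 °C; 0% = DMSO wells with yeast and 100% = wells holding no yeast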
An asterisk follows results filed as active; . = no result given; & = joins results of further samples.

Below each SMILES: tim23-1 inh	TIM10 inh	APJ ag	NR3A LBD binder	MPTP inh	NLRP3 yeast inh	APJ antag	MIN6 prolif	tim10-1 inh
- COC(=O)c1ccc(N=Cc2c(-c3ccccc3)[nH][nH]c2=O)cc1
→ 15	2	-2	1	-0.5	-2	12	1	13
- CCc1sc(C(C2C(=O)CC(C)(C)CC2=O)C2C(=O)CC(C)(C)CC2=O)cc1[N+](=O)[O-]
→ 46	18	-4	-11	44	23	-1	-2	32
- CCC(=O)NC(c1ccc(Cl)cc1Cl)c1ccc2cccnc2c1O (stereo unspecified)
→ 61*	6	-3	-5	3.2	10	-3	-5	48*
- C=CCNC(=O)c1onc(CSc2ccccn2)c1C(=O)NCC=C
→ 7	-41	-4	2	0.1	-5	-4	5	-17
- COc1c(F)c(F)c(C(=O)O)c(Nc2cccc(C)c2)c1F
→ 14	-8	0	-1	-0.6	1	-2	-2	11
- COc1ccc(CCN2C(=O)CC(N3CCN(C/C=C/c4ccccc4)CC3)C2=O)cc1OC (stereo unspecified)
→ 0	4	-1	-1	4.7	-6	11	-1	-17
- CC1CCC(NC(=O)CCNC(=O)c2ccc(Br)cc2)CC1 (stereo unspecified)
→ 4	-6	-7	2	-0.7	9	14	-2	10
- CC1(C)CC(=O)c2cnc3c(C#N)cnn3c2C1
→ -3	4	-2	-1	0.8	-1	10	-4	0
- CCOc1ccc(S(=O)(=O)NCc2ccc(C)cc2)c2cccnc12
→ 9	5	-2	-1	0.6	-15	-7	0	14
- Cc1cc(NC(=O)CSc2nnc(CNC(=O)c3ccc(F)cc3)o2)no1
→ -12	-2	10	-2	-0.5	17	-8	7	-19
- CC(=O)NC1C(Oc2ccc(C)cc2)OC2COC(c3ccco3)OC2C1O (stereo unspecified)
→ 11	-8	-2	-6	2.0	6	4	0	-1
- Cc1c(OCC(=O)N2CCC(C(=O)NCCCC(=O)O)CC2)ccc2c1oc(=O)c1ccccc12
→ 6	5	-2	1	-1.4	-3	4	10	16
- O=C(COc1ccc(N2CC(C(=O)O)CC2=O)cc1)Nc1cccc(C(F)(F)F)c1 (stereo unspecified)
→ 11	-7	0	0	1.4	-11	-20	0	14
- O=C(NCC1CCCCC1)c1ccccc1[N+](=O)[O-]
→ 12	-3	-3	-1	0.6	19	15	1	9
- CCC(c1nnnn1C1CCCC1)N(Cc1cccs1)Cc1cc2cc(C)ccc2[nH]c1=O (stereo unspecified)
→ 37	21	-2	-2	3.0	12	-21	-5	33
- Cc1cc(NC(=O)CN2C(=O)NC(C)(c3ccc(OC(F)F)cc3)C2=O)no1 (stereo unspecified)
→ -1	-1	-2	0	1.7	12	-8	-2	6
- O=C(NC(=S)N1CCN(Cc2ccc3c(c2)OCO3)CC1)c1ccc(Cl)cc1
→ 40	9	-3	-1	0.4	33	12	-2	7
- Cn1nc(-c2ccc(OCC(=O)Nc3ccccc3)cc2)c2ccccc2c1=O
→ 36	24	-2	0	11	19	0	-6	27
- Cn1cc(CNC(=O)COc2ccc(Cl)cc2Cl)cn1
→ 0	2	-2	3	0.0	15	3	-2	16
- Cc1sc(NC(=S)NC(=O)c2cccs2)nc1-c1ccc(C(C)C)cc1
→ 7	5	-2	-3	1.5	4	38	-4	7
- COc1ccc(/C=C/C(=O)Nc2sc3c(c2C(=O)NCc2cccnc2)CCCC3)cc1
→ 16	10	1	0	7.9	-3	9	-3	20
- CCOC(=O)CSc1nc2ccccc2c(=O)n1CCC(=O)NCCc1ccc(OC)c(OC)c1
→ 23	6	-1	-3	1.0	-2	-4	-3	13
- Cc1ccc2sc(NNC(=O)c3ccc4c(c3)OCCO4)nc2c1C
→ 39	-45	1	-13	0.3	13	-39	-6	25
- CCC(C)Sc1cc(-c2nc3cc(C)ccn3c2NC2CCCCC2)ccc1OC (stereo unspecified)
→ 60*	34	-3	-16	16&16	25	-1	-6	34
- CCOc1cc(/C=N/Nc2nc(N3CCCC3)nc(N3CCCC3)n2)ccc1O
→ 38	34	1	0	-0.6	-9	-20	3	39
- CC(C)(C)C(=O)NCCN1C(=O)S/C(=C\c2ccc([N+](=O)[O-])cc2)C1=O
→ 45	35	1	-2	5.9	17	-11	-1	57*
- Cn1c(C2CCCCC2)nc2cc(N)ccc21
→ 4	10	-3	1	0.1	15	1	-1	-8
- O=C(O)C(c1ccccc1)N1C(=O)/C(=C\c2ccc(O)c(O)c2)SC1=S (stereo unspecified)
→ 24	8	-7	-5	12	26	45*	-3	14
- COCc1c(C(=O)N/N=C\c2ccccn2)nnn1-c1nonc1N
→ 11	-11	2	-2	-1.5	18	-20	-2	-19
- O=C(Nc1c(C(=O)N2CCOCC2)oc2ccccc12)c1ccccc1Cl
→ 1	9	1	0	-0.1	10	13	0	22
- Cc1ccc(-c2n[nH]c(=S)c3ccccc23)cc1S(=O)(=O)NCC1CCCO1 (stereo unspecified)
→ 10	9	-2	0	1.1	24	-13	-2	6
- O=C1CCc2ccccc2O1
→ 0	7	-2	0	0.4	1	-3	-4	-10
- Cc1nnn(C23CC4CC(CC(CC(=O)Nc5ccc(C)c(C)c5)(C4)C2)C3)n1
→ 40	34	1	-1	1.4	8	-14	0	34
- N#C/C(=C\Nc1ccccn1)S(=O)(=O)c1ccc(Cl)cc1
→ 4	23	-1	0	6.5	4	22	-1	7
- CCOc1ccc(NC(=O)CS(=O)(=O)c2cn(CC)c3ccccc23)cc1
→ 16	9	-2	-2	-0.8	-15	-5	0	2
- O=C(C1CCN(c2nnc(-n3cccc3)s2)CC1)N1CCc2ccccc2C1
→ 18	12	1	-1	-1.7	14	-63	1	14
- COCCOCC(=O)Nc1ccc(S(=O)(=O)Nc2cc(C)nc(C)n2)cc1
→ 3	-8	3	-3	-0.7	7	7	0	-8
- O=C(C1CC1)N1CCc2cc(S(=O)(=O)N3CCCc4ccccc43)ccc21
→ -23	-28	-2	-5	2.6	1	12	-1	4
- COc1ccccc1C1CCN(C(=S)Nc2ccc(Br)cc2)CC1
→ 37	38	6	-6	32	30	34	-3	37
- Cc1ccccc1N=Nc1c(O)n(C)c2ccccc12
→ 4	-3	0	0	0.4	17	4	0	-12
- O[C@@H]1C2CCCC1[C@]1(O)CCCCC1C2 (stereo partly specified)
→ 7	-7	-3	0	1.2	18	17	-1	7
- CCN(CC)C(=O)c1cccc(NC(=O)C2=COCCO2)c1
→ 21	1	-2	5	1.9	10	26	-1	12
- CCOc1ccc(-n2c(C)nc(O)c2N=Nc2ccccc2)cc1
→ -2	11	-6	3	7.4	-5	9	0	4
- CSc1nc(C)c2c(c1C#N)CCCC2
→ 9	9	-4	1	3.5	20	3	1	10
- Cc1ccc(O)c(C(=O)c2cnn(-c3ccccc3)c2)c1
→ 24	5	-2	2	1.0	30	13	-3	21
- CNC(=O)c1[nH]cnc1C(=O)Nc1ccc(C)cc1
→ 9	7	-6	1	1.1	16	0	6	-7
- Cc1ccc2c(c1)c1nc3ccccc3nc1n2CCN1CCOCC1
→ 6	48*	0	-1	-0.5	22	14	1	15
- CC(Oc1ccc(C(=O)NCCc2ccccc2)cc1)C(=O)O (stereo unspecified)
→ 0	-4	-4	0	-1.9	3	1	-1	11
- CCc1ccc(-n2c(=O)c3ccccc3n3c(=S)[nH]nc23)cc1
→ 0	-1	-3	2	-0.6	10	15	-2	1
- O=C(O)CCc1ccc(NCc2cccc(Oc3ccccc3)c2)cc1
→ 16	-82	-6	1	0.6	18	-7	-3	-52
- Cc1cc(C)c([N+](=O)[O-])cc1-c1ccc(/C=N/c2c(-c3ccco3)nc3ccccn23)o1
→ 24	0	-5	-1	4.2	28	-1	-6	30
- O=C(Cn1cnc2c(cnn2-c2ccc(Cl)cc2)c1=O)NCC1CCCO1 (stereo unspecified)
→ 9	-1	-2	0	-2.1	-1	-9	2	3
- O=C(NCCc1cccc(Cl)c1)c1cccs1
→ 36	24	-2	3	0.5	29	3	-1	-30
- CC[C@]12c3[nH]c4cc(-c5ccco5)ccc4c3CCN1C(=O)[C@@H](CC(=O)NCc1ccc(OC)c(OC)c1)C[C@@H]2C(=O)N1CCN(C(=O)C2CC2)CC1
→ 31	-6	.	2	2.6	.	.	.	18
- C=CCn1ccc(O)c(Cc2ccc(Cl)cc2)c1=O
→ 19	3	-4	3	-0.9	8	19	-2	2
- Cn1c(=S)n(CCC(=O)O)c2ccccc21
→ 7	6	-4	1	-0.4	5	-8	-1	4
- Cc1cnc(NC(=O)CCN2C(=O)C3CCCCC3C2=O)s1 (stereo unspecified)
→ 13	3	-3	-2	-1.1	2	-4	-2	7
- Cc1ccc(NC(=O)NC(=O)COc2ccc(Cl)cc2Cl)c(C)c1
→ 3	-13	0	5	1.6	1	8	0	11
- Cc1ccc(CS(=O)(=O)Cc2ccc(C(=O)NCCCN3CCOCC3)o2)cc1
→ 13	9	-3	2	-1.4	9	13	3	13
- CC(C)(C)c1csc(NC(=O)CCc2ccccc2)n1
→ 36	-4	-3	-3	1.2	36	8	-4	23

The results go on:
Below each SMILES: tim23-1 inh	TIM10 inh	APJ ag	NR3A LBD binder	MPTP inh	NLRP3 yeast inh	APJ antag	MIN6 prolif	tim10-1 inh
- CN1CCN(C(=O)c2ccc3c(c2)NC(=O)C(C)(C)O3)CC1
→ -4	-11	-3	-1	1.2	13	0	-1	1
- COc1cccc(C(=O)O[C@@H]2[C@H](Cc3ccccc3)NS(=O)(=O)[C@H]3C[C@@H]4C=C[C@]23O4)c1
→ 18	0	0	-4	-0.7	24	9	1	15
- C/C(=N\NC(=O)c1cccc(S(=O)(=O)N2CCOCC2)c1)c1ccc(OCC(=O)N(C)C)cc1
→ 17	-2	-4	3	-2.2	6	11	0	0
- O=C(NN1C(=O)C2C(C1=O)C1C=CC2C12CC2)c1cccc(Cl)c1 (stereo unspecified)
→ 19	13	-4	-1	0.3	14	-5	-1	29
- Cc1ccc2nc(SCC(=O)N3CCN(c4ccccc4)CC3)nc(=O)n2c1
→ -3	1	7	-2	-1.2	14	10	-3	6
- O=c1oc2c(Cl)cc(Cl)cc2cc1-c1nnc(Nc2ccccc2F)s1
→ 5	-1	-2	.	.	-3	-6	-3	5
- Cc1ccc(S(=O)(=O)NNC(=O)c2ccc3ccccc3n2)cc1
→ 22	-23	-1	2	0.2	10	9	-2	16
- COCc1cc(Sc2ccc(Cl)cc2Cl)nc(-c2ccccc2)n1
→ -10	-14	-2	-1	24	12	4	-3	-2
- COc1ccccc1C1CC(c2ccccc2)=NN1C(=O)c1ccccc1 (stereo unspecified)
→ 62*	39	-6	-3	-0.3	4	5	-6	42*
- CCn1cc(C(=O)NCCCOC(C)C)c2cc(OC)c(OC)cc2c1=O
→ 3	3	-1	-1	6.2	3	1	-1	8
- Cc1c(CCC(=O)N2CCC(C(=O)NCCCCCC(=O)O)CC2)c(=O)oc2cc3oc4c(c3cc12)CCCC4
→ 11	16	4	-4	-0.6	13	-12	-1	18
- C=CC[n+]1cccc(-c2cc3ccc(C)cc3[nH]2)c1
→ -8	0	-2	-3	1.4	20	-12	2	-9
- O=C(CCc1c[nH]c2ccccc12)N1CCCCCCC1
→ 23	1	7	-1	0.7	13	25	8	29
- CCn1c(SCC(=O)Nc2ccc3c(c2)c2ccccc2n3CC)nnc1-c1ccco1
→ -10	-22	0	-1	11	8	-19	-3	-12
- O=C(CSC1CC(=O)N(CCc2ccccc2)C1=O)Nc1ccc(Cl)cc1 (stereo unspecified)
→ 15	21	-1	-7	3.1	24	-9	-4	28

Structural class, the entries above with a tert-butyl group.
Below each SMILES: tim23-1 inh	TIM10 inh	APJ ag	NR3A LBD binder	MPTP inh	NLRP3 yeast inh	APJ antag	MIN6 prolif	tim10-1 inh
- CC(C)(C)C(=O)NCCN1C(=O)S/C(=C\c2ccc([N+](=O)[O-])cc2)C1=O
→ 45	35	1	-2	5.9	17	-11	-1	57*
- CC(C)(C)c1csc(NC(=O)CCc2ccccc2)n1
→ 36	-4	-3	-3	1.2	36	8	-4	23

From PubChem
